APE1 inh: qHTS Assay for Inhibitors of the Human Apurinic/apyrimidinic Endonuclease 1 (APE1); AID 2517, 2012; recombinant APE1, TAMRA/BHQ-2 abasic DNA cleavage fluorescence; 350,000 compounds, 0.35% hits; Potency, µM (highest dose often 65.8 µM), inactives show at the highest dose activity change, negative = inhibition, hits mostly inhibitors;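 note: potency is the fitted concentration of half-maximal effect; plate controls were vehicle for no effect and reference inhibitor for full effect; nearly all actives have a fitted effect of over 55% in size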
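Readout is kinetic fluorescence (ex 525, em 598 nm) from cleavage of 50 nM TAMRA/BHQ-2 THF abasic duplex by 0.75 nM APE1, compound added 15 min beforehand at RT.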
Apoferritin bind: qHTS Assay for Identification of Novel General Anesthetics. Ferritin light chain (Equus caballus), P02791. apoferritin/1-aminoanthracene competitive binding, fluorescence. Potency, µM (top dose mostly 77.5 µM), for the others: top-dose activity change, negative = displacement, actives largely listed as inhibitors. 350,000 compounds, 0.074% hits. AID 485281, 2010; note: potency is the fitted concentration of half-maximal effect; % is set by controls: 0 for no effect and ±100 for the full control effect; nearly all actives have a fitted effect of over 20% in size
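Apoferritin-based anesthetic binding model; compound displacement of fluorescent 1-AMA measured as endpoint fluorescence after 10 minutes at room temperature, scaled to free-ligand and complex controls.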
LDHA inh: qHTS assay for inhibitors of human lactate dehydrogenase | L-lactate dehydrogenase A chain (Homo sapiens), P00338 | activity change, % (values are at about 110 or 230 µM) | purified LDHA, NADH/diaphorase-resazurin fluorescence; stronger effect = lower value | 480,000 compounds, 0.15% hits | AID 1347041, 2019; in the data active = activity change below about -30%; inconclusive = mostly about -25% to -30%;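 note: plate controls were DMSO wells for no effect and wells without enzyme for full effect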
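Human LDH5 (2 nM) was incubated with 0.06 mM NADH and 0.2 mM pyruvate for 5 min at room temperature in Tris pH 7.4. Remaining NADH was coupled through diaphorase/resazurin, and resorufin fluorescence was read at 0 and 20 min.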
RGS4 inhibitor: Inhibitors of Regulator of G Protein Signaling (RGS) 4: qHTS. Potency, µM (titrated, usually from 114 µM), for inactives: top-dose activity change, negative = inhibition, hits mostly inhibitors. Transcreener GDP fluorescence polarization, RGS4-accelerated GTP hydrolysis. 390,000 compounds, 0.039% hits; note: potency is the fitted concentration of half-maximal effect; % is set by controls: 0 for no effect and ±100 for the full control effect; nearly all actives have a fitted effect of over 75% in size; some results filed as inactive show a strong effect at the top dose
Target sequence (P49798 whole entry, looked up): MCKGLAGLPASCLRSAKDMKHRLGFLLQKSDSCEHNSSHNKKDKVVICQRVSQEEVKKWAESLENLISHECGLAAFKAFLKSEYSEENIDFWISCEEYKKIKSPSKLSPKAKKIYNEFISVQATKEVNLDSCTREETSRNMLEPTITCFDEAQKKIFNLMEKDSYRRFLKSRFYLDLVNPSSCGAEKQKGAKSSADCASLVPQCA
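MLSMR compounds (23 nl, pin-transferred) preincubated 10 min at room temperature with a 500nM (2x) first reagent, then RGS4 at 900nM (2x) plus Transcreener GDP mix added; fluorescence polarization (620/688 nm) read before and after 90 min at 30 °C.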
12-LOX inh: Primary qHTS assay for inhibitors of human arachidonate 12S-lipoxygenase (ALOX12): Round 2. Potency, µM (doses to about 108 µM), inactives show at the highest dose activity change, negative = inhibition, hits mostly inhibitors. 580,000 compounds, 1.1% hits. AID 1671190, 2021. Polyunsaturated fatty acid lipoxygenase ALOX12 (Homo sapiens), P18054. purified 12hLO, xylenol orange hydroperoxide absorbance; note: potency is the fitted concentration of half-maximal effect; % is set by controls: 0 for no effect and ±100 for the full control effect
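Hydroperoxide product was detected by ferrous iron/xylenol orange as the 573 to 405 nm absorbance ratio. Arachidonic acid at 40 uM (final) was turned over for 30 min at room temperature by 150 nM human 12hLO, pH 7.0 Hepes buffer, after 15 min compound preincubation.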
POLK inh: qHTS for Inhibitors of Polymerase Kappa | 400,000 compounds, 0.53% hits | purified Pol kappa, fluorescent DNA synthesis assay, 10 min | Potency, µM (series often up to 107 µM), inactives show at the top dose activity, negative = inhibition, most hits filed as inhibitors; note: potency is the fitted concentration of half-maximal effect; % is set by controls: 0 for no effect and ±100 for the full control effect
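10 nM Pol kappa was preincubated with compounds for 15 min at room temperature. Reaction started with 50 nM (final) substrate. Fluorescence read kinetically at 0 and 10 min.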
ERG-DNA inh: qHTS for Small Molecule Inhibitors of the ERG Ets/DNA interaction; Transcriptional regulator ERG (Homo sapiens), P11308; fluorescence polarization, His-ERG Ets domain / labelled DNA; Potency, µM (titrated, usually from 76.9 µM), for inactives: at the highest dose FP activity, negative = inhibition, hits mostly inhibitors; 370,000 compounds, 0.028% hits; AID 624246, 2012; active = well fitted inhibition curve with a large enough effect in the polarisation, with a control signal flat; inconclusive = small, poorly fitted or top-dose-only effect, or effect the other way, or a change in a side signal; inactive = no such curve, though single readings can be large or run the other way; the % refers to the polarisation;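 note: polarization taken with two DNA probes labelled with fluorescein and Texas red; potency is the fitted concentration of half-maximal effect; % of control where 0% means no effect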
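His-tagged ERG Ets domain (1 uM in the protein solution; 300mM KCl, 50mM Tris-HCl, 1mM EDTA, 1mM DTT, pH 7.5) received compound, then a probe mix of 5 nM fluorescein-DNA and 100nM Texas-615-DNA. Fluorescence polarization was read for both dyes.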
Pol beta inh: qHTS Assay for Inhibitors of DNA Polymerase Beta; Pol beta primer extension/strand displacement, fluorescence kinetic; P06746; 340,000 compounds, 1.3% hits; Potency, µM (series often up to 114 µM), without a hit: top-dose activity change, negative = inhibition, hits mostly inhibitors; note: potency is the fitted concentration of half-maximal effect; % is set by controls: 0 for no effect and ±100 for the full control effect
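Pol beta (10 nM) was preincubated with compound for 15 min at room temperature. The reaction was then started with 50 nM substrate and read immediately and after a further 10 min at room temperature.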
POLH inh: qHTS for Inhibitors of Polymerase Eta. Potency, µM (titrated, usually from 114 µM), for inactives: at the top dose activity change, negative = inhibition, actives largely listed as inhibitors. 390,000 compounds, 1.2% hits. recombinant Pol eta, fluorescent DNA replication assay; note: potency is the fitted concentration of half-maximal effect; % is set by controls: 0 for no effect and ±100 for the full control effect
Target sequence (Q9Y253 whole entry, looked up): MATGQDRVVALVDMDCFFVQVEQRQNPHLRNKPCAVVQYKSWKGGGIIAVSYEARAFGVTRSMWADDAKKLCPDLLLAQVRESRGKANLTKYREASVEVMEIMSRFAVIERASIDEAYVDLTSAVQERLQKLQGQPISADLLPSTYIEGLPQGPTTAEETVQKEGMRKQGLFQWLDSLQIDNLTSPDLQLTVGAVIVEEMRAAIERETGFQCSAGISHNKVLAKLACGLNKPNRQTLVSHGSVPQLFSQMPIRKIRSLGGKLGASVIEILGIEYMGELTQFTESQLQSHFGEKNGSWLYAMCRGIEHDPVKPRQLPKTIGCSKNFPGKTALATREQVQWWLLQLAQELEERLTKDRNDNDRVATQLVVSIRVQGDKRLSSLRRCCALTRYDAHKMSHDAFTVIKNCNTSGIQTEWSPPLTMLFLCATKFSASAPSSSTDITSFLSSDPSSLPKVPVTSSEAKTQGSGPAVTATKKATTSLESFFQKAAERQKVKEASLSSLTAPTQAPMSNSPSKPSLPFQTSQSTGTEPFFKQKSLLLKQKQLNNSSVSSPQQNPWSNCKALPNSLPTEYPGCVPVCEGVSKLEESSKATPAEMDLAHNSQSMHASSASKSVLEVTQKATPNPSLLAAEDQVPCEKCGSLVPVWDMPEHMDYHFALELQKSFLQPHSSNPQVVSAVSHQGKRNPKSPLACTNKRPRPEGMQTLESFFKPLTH
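Pol eta at 10 nM preincubated with compounds 15 min at room temperature; reaction started with fluorescent substrate (50 nM final) and read kinetically at 0 and 10 min.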
* = called active by the depositor; ? = inconclusive; . = no result given; & = joins results of further samples; [ ] = remark or other dose. Unless noted, calls come from the whole dose curve; as a rule, active = well fitted curve in the direction sought with a large enough effect; inconclusive = small, poorly fitted or top-dose-only effect, or another doubt; inactive = no such curve, though single readings can be large; an effect the other way counts as inactive or inconclusive.

Structure | APE1 inh | Apoferritin bind | LDHA inh | RGS4 inhibitor | 12-LOX inh | POLK inh | ERG-DNA inh | Pol beta inh | POLH inh
C/C=C(/C)C(=O)OC1c2c(ccc3ccc(=O)oc23)OC(C)(C)C1OC(=O)/C(C)=C\C (stereo unspecified) | -5% | ? | 4 | 19% | 22% | -13% | 11% | -1% | -18%
Nc1c2c(nc3ccccc13)CCCC2O (stereo unspecified) | -3%&-17%&-9% | -4% | -3 | 11% | 9% | -8% | 2% | 9%[57.1 µM] | 5%
Cc1ccc2nc(NCCN)c3ncc(C)n3c2c1 | ? | 3% | . | . | -27%[57.4 µM] | ? | . | . | .
Cn1c(=O)c2c(ncn2CCO)n(C)c1=O | 21% | 4% | -9 | ? | 13% | -3% | -9% | 1% | -5%
CC(=O)Nc1ccccc1 | 30%&14%&3% | 8% | -11 | 12% | -9% | -8% | 3% | . | -10%
CCCOC(=O)c1ccc(O)cc1 | 6%&15%&4% | . | -10 | 30% | 7% | -2% | 4% | . | -12%
Cc1ccccc1C(=O)Nc1cccc(-c2nc3cccnc3s2)c1 | . | 2% | -18 | 25% | -3% | -3% | 3% | 12% | -9%
COc1ccccc1OCCNCC(O)COc1cccc2[nH]c3ccccc3c12 (stereo unspecified) | -5%&-1%&13%&14% | -1%&1%&-22%&-8% | . | 6%[56.9 µM] | ? | -16%&6%&-3%[60.1 µM] | . | 15%&5% | .
C=C1c2cccc(O)c2C(O)=C2C(=O)[C@]3(O)C(O)=C(C(N)=O)C(=O)[C@@H](N(C)C)[C@@H]3[C@@H](O)[C@H]12 | 2.5µM* | 0% | 7 | ? | -11%&43% | 6.3µM* | 4% | 11µM* | 32µM*
Cc1cccc(NC(c2ccccc2F)c2ccc3ccc(C)nc3c2O)n1 (stereo unspecified) | . | -4% | 1 | -22% | 0% | -12%[60.1 µM] | -1% | -3% | -14%

Look-ups from the entries so far.
COc1ccccc1OCCNCC(O)COc1cccc2[nH]c3ccccc3c12 (stereo unspecified) in RGS4 inhibitor = 6%[56.9 µM]
Nc1c2c(nc3ccccc13)CCCC2O (stereo unspecified) in APE1 inh = -3%&-17%&-9%

Continuation:
Structure | APE1 inh | Apoferritin bind | LDHA inh | RGS4 inhibitor | 12-LOX inh | POLK inh | ERG-DNA inh | Pol beta inh | POLH inh
COc1ccc2nc(NC(=O)Nc3ccccc3)sc2c1 | -2% | -10% | -4 | 0% | -3% | -4% | 12% | ? | -7%
O=c1cc(-c2ccc(O)cc2)oc2cc(O[C@@H]3O[C@H](CO)[C@@H](O)[C@H](O)[C@H]3O[C@@H]3OC[C@](O)(CO)[C@H]3O)cc(O)c12 | 5% | -4% | 8 | -14% | -14% | 20% | -10% | -7% | -1%
COc1cc2nc(N3CCN(C(=O)[C@H]4COc5ccccc5O4)CC3)nc(N)c2cc1OC | 25% | ? | 3 | -5% | -16% | -4% | -4% | 0% | -18%
COc1ccc2ccc(=O)oc2c1 | ? | 2%&-14% | -4 | 14% | -7% | ? | -4% | 0% | -15%
Cc1cccc(C)c1NC(=O)C1CCCCN1C (stereo unspecified) | 9%&0% | -4%&-6% | -3 | 15% | -1%&0% | ? | -14% | 11% | ?
Cc1cccc2c1NC(=O)/C2=C\C(=O)c1cccs1 | -1% | ? | -6 | ? | -13% | -3% | -12% | -9% | ?
O=C(Nc1ccc(C(=O)O)c(O)c1)c1ccccc1 | 2% | -5% | -1 | 2% | ? | -14% | 1% | 0% | -1%
COc1ccc(CNC(=O)Nc2ccc3c(c2)N(C)C(=O)c2ccccc2S3)cc1OC | . | -7% | -10 | -27% | ? | -9% | -2% | -13% | -9%
COC(c1ccccc1)(c1ccccc1)C(Oc1nc(C)cc(C)n1)C(=O)O (stereo unspecified) | -7% | 1% | 0 | 1% | 15% | 0% | 0% | ? | -2%
COc1ccc(CN2CCN(C(c3ccc(F)cc3)c3ccc(F)cc3)CC2)c(OC)c1OC | . | . | -3 | -6% | ? | -31% | -5% | . | -19%
Cc1ccc(Nc2nc3ccccc3c3nnc(C)n23)c(C)c1 | . | 3% | -11 | 18% | 0% | -3% | 0% | -21% | -10%
NC(N)=NC(=O)Cc1c(Cl)cccc1Cl | -3% | -3% | -6 | 7%[56.9 µM] | -9%&98% | -12%[60.1 µM] | 4% | 13%[57.1 µM] | -10%
NNC(=O)CP(=O)(c1ccccc1)c1ccccc1 | 4% | . | -5 | -27% | 15% | 7% | -14% | . | -11%
Cc1cccc2nc(-c3ccccn3)c(Nc3ccccc3)n12 | . | -6% | 0 | 6% | -3% | -1% | -1% | 9% | -5%
Cc1ccccc1Cc1c(C)nc2c(-c3ccccc3)c(C)[nH]n2c1=O | . | -5% | -12 | 9% | -16% | -4% | -18% | 31% | 5%
Cc1ccc(NC(=O)Cn2c(=O)n(CCC(=O)N3CCc4ccccc4C3)c(=O)c3ccccc32)c(C)c1 | . | -5% | -10 | 10% | -11% | -16% | -3% | 0% | -2%
COc1ccc(/C=C/C(=O)O)cc1 | ? | 3%&-4% | -7 | 11% | 25% | 11% | 5% | . | -6%
COc1ccc(OCC(=O)Nc2cc(-c3nc4ccccc4s3)ccc2C)cc1 | . | 9% | -1 | ? | 5% | -13% | 0% | 14% | ?
Cc1[nH]c2ccccc2c1/C=N/NC(N)=S | -2% | -2% | -2 | -37% | 11% | -11% | -14% | -26% | -10%
O=C1Cc2c([nH]c3ccc([N+](=O)[O-])cc23)-c2ccccc2N1 | . | . | -2 | ? | ? | -18% | 6% | . | -6%

Sorted by number of heavy atoms (ascending): some entries from above.
Structure | APE1 inh | Apoferritin bind | LDHA inh | RGS4 inhibitor | 12-LOX inh | POLK inh | ERG-DNA inh | Pol beta inh | POLH inh
COc1ccc2ccc(=O)oc2c1 | ? | 2%&-14% | -4 | 14% | -7% | ? | -4% | 0% | -15%
NC(N)=NC(=O)Cc1c(Cl)cccc1Cl | -3% | -3% | -6 | 7%[56.9 µM] | -9%&98% | -12%[60.1 µM] | 4% | 13%[57.1 µM] | -10%
Cc1[nH]c2ccccc2c1/C=N/NC(N)=S | -2% | -2% | -2 | -37% | 11% | -11% | -14% | -26% | -10%
Cc1cccc(C)c1NC(=O)C1CCCCN1C (stereo unspecified) | 9%&0% | -4%&-6% | -3 | 15% | -1%&0% | ? | -14% | 11% | ?
NNC(=O)CP(=O)(c1ccccc1)c1ccccc1 | 4% | . | -5 | -27% | 15% | 7% | -14% | . | -11%
O=C1Cc2c([nH]c3ccc([N+](=O)[O-])cc23)-c2ccccc2N1 | . | . | -2 | ? | ? | -18% | 6% | . | -6%
Cc1cccc2nc(-c3ccccn3)c(Nc3ccccc3)n12 | . | -6% | 0 | 6% | -3% | -1% | -1% | 9% | -5%
Cc1ccccc1Cc1c(C)nc2c(-c3ccccc3)c(C)[nH]n2c1=O | . | -5% | -12 | 9% | -16% | -4% | -18% | 31% | 5%
COC(c1ccccc1)(c1ccccc1)C(Oc1nc(C)cc(C)n1)C(=O)O (stereo unspecified) | -7% | 1% | 0 | 1% | 15% | 0% | 0% | ? | -2%
COc1ccc(OCC(=O)Nc2cc(-c3nc4ccccc4s3)ccc2C)cc1 | . | 9% | -1 | ? | 5% | -13% | 0% | 14% | ?
COc1ccc(CNC(=O)Nc2ccc3c(c2)N(C)C(=O)c2ccccc2S3)cc1OC | . | -7% | -10 | -27% | ? | -9% | -2% | -13% | -9%
COc1ccc(CN2CCN(C(c3ccc(F)cc3)c3ccc(F)cc3)CC2)c(OC)c1OC | . | . | -3 | -6% | ? | -31% | -5% | . | -19%
Cc1ccc(NC(=O)Cn2c(=O)n(CCC(=O)N3CCc4ccccc4C3)c(=O)c3ccccc32)c(C)c1 | . | -5% | -10 | 10% | -11% | -16% | -3% | 0% | -2%

A portion of the library; rates above refer to the full screens.
